# beta cell repl: induces beta-cell replication in MIN6 cells. proliferation, % at 10 µM. MIN6 cells proliferation, ATPlite luminescence, 48 h; cells starved in 0.2% serum; 100% = growth in 10% serum. 330,000 compounds, 0.29% hits;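 active = compounds whose signal lies at least 3.5 SD above the mean of all wells on their plate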;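 also: 0% = DMSO-treated cells in low-serum medium and 100% = 10% serum control; some compounds called inactive have numbers as strong as hits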
# NALP3 yeast inh: NALP3 inhibition in yeast; Yeast reconstituted NLRP3/ASC/caspase-1, beta-gal luminescence, 24 h; inhibition, % at 10 µM; 330,000 compounds, 0.39% hits; AID 2825;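 active = inhibition of 50% or more; inactive = inhibition below 50%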;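 also: plate controls were induced DMSO wells for no effect and uninduced yeast grown without galactose for full effect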
# tim10-1 inh: growth inhibitors of tim10-1 mutant yeast | AID 463190 | inhibition, % at 20 µM | S. cerevisiae tim10-1 ts strain growth, BacTiter-Glo, 24 h | 330,000 compounds, 2.2% hits;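 active = inhibition of at least 40%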;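 also: mutant grown at 25 °C; 0% = DMSO wells with yeast and 100% = wells holding no yeast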
# hIAP block: human IAP inhibition; P09923; purified IAP, CDP-Star luminescence, 30 min; inhibition, % at 10 µM; 330,000 compounds, 0.12% hits; AID 2544;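 active = inhibition reaching a set limit with compound at 10 µM in the primary screen, cut at about 35% in these data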;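 also: plate controls were DMSO wells with enzyme for no effect and no-enzyme buffer wells for full effect; values of inactives mirror those of a sister screen read the other way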
# Target sequence (P09923 whole entry, looked up): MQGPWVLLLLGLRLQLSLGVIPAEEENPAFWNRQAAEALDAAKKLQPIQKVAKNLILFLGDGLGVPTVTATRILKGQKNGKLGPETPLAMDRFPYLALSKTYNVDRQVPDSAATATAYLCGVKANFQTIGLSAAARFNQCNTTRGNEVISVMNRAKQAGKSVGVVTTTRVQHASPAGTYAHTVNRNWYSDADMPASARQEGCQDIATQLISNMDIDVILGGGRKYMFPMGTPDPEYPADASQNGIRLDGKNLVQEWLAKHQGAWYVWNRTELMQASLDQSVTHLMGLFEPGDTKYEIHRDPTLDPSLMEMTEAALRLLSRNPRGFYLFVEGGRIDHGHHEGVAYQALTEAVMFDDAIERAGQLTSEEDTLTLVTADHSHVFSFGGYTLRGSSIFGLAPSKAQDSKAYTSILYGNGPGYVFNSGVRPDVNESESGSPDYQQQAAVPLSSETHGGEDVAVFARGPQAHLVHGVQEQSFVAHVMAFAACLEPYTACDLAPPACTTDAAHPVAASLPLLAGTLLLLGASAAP
# mIAP inh: mouse IAP inhibition; 330,000 compounds, 0.2% hits; purified mouse IAP, CDP-Star luminescence, 30 min; AID 2806; inhibition, % at 10 µM;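 active = inhibition of at least 40% at 10 µM in the primary screen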;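 also: plate controls were DMSO with enzyme for no effect and no enzyme wells for full effect; values of inactives mirror those of a sister screen read the other way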
# A3G deaminase: APOBEC3G (human) deaminase inhibition | Q9HC16 | recombinant A3G, ssDNA deamination FAM/TAMRA fluorescence | inhibition, % at 20 µM | 330,000 compounds, 0.28% hits | AID 493012;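 active = inhibition of at least 40% at 20 µM, with no more than 30% in the related APOBEC3A deaminase screen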;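 also: plate controls were DMSO wells with A3G for no effect and wells lacking A3G enzyme for full effect; some compounds called inactive have numbers as strong as hits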
# Target sequence (Q9HC16 whole entry, looked up): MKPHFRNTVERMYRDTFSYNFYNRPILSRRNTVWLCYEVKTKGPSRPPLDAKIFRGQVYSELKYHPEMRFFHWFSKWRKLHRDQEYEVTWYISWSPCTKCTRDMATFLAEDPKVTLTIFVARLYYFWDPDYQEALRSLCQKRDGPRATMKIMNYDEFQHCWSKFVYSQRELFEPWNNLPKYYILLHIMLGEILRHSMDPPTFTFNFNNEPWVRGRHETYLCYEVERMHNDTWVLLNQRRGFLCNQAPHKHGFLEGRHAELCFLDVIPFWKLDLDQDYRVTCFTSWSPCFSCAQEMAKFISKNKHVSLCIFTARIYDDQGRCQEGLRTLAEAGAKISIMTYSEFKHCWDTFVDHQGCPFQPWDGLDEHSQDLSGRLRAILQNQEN
# TIM10 inh: inhibits growth of TIM10 yeast strain; S. cerevisiae TIM10 strain growth, BacTiter-Glo luminescence, 24 h; inhibition, % at 10 µM; 330,000 compounds, 1.4% hits; AID 463195;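 active = inhibition of 40% or more at the single tested concentration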;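 also: wild-type TIM10 isogenic control strain grown at permissive 25 °C; 0% = DMSO yeast wells and 100% = minimal medium wells without yeast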
# A3A deaminase: human APOBEC3A DNA deaminase inhibition; P31941; recombinant A3A, FAM/TAMRA ssDNA deamination fluorescence; inhibition, % at 20 µM; 330,000 compounds, 0.41% hits;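 active = at least 40% inhibition at 20 µM here, with at most 30% in a related deaminase screen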;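 also: plate controls were A3A with DMSO for no effect and wells lacking A3A enzyme for full effect; some results filed as inactive read as strong as hits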
# Target sequence (P31941 whole entry, looked up): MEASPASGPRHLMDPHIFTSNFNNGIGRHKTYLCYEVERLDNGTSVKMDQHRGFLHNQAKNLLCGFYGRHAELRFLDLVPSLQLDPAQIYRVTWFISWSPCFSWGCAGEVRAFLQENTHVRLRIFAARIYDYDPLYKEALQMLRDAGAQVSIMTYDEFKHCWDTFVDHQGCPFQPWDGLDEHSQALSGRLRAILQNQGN
# mIAP activ: mouse IAP activation; activation factor at 10 µM; 330,000 compounds, 0.24% hits; AID 2805; muIAP, CDP-Star luminescence, 30 min; active compounds read high; 1 = vehicle-only enzyme signal, 0 = enzyme-free wells;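 active = activation factor of at least 2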; also: the source names both 10 and 20 µM as test concentration; values of inactives mirror those of a sister screen read the other way
#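 Assay system: mouse IAP enzyme / Compound: DMSO-dissolved test compounds / Timing: 30 min, room temperature / Measured by: luminescence from enzymatic CDP-Star hydrolysis / Control set: DMSO-only wells, enzyme-free buffer wells as negative control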
# An asterisk follows results filed as active.
SMILES,beta cell repl,NALP3 yeast inh,tim10-1 inh,hIAP block,mIAP inh,A3G deaminase,TIM10 inh,A3A deaminase,mIAP activ
C/C(=C\C(=O)OCCCCCCCCC(=O)O)C[C@@H]1OC[C@H](C[C@@H]2O[C@H]2[C@@H](C)[C@H](C)O)[C@@H](O)[C@H]1O,-5,21,1,12,-4,-2,10,0,1
CCCSc1nsc(NC(=O)Nc2ccc(F)cc2F)n1,-4,51*,33,4,2,-9,-1,1,0.98
COc1ccccc1N1CCN(Cc2cc(=O)c(OCC(=O)NC(C)C)co2)CC1,5,-1,-5,17,-2,8,2,1,1
CCCCC(c1nnnn1C(C)C)N1CCN(C(=O)c2ccco2)CC1 (stereo not drawn),-2,12,19,-11,-7,-4,9,-2,1.1
COc1cc(/C=C/C(=O)O)cc(S(=O)(=O)NCc2ccc3c(c2)OCO3)c1OC,0,26,6,7,2,-3,3,1,0.98
CN(C[C@H](Cc1ccccc1)N(CCN(CCc1ccccc1)N=O)N=O)N=O,-3,19,22,-8,-7,-6,5,0,1.1
Cc1nc(SCCc2nc3ccccc3[nH]2)c2oc3ccccc3c2n1,0,5,20,-1,4,-5,15,-1,0.96
Cc1ccc(/C=C/C(=O)NCc2cccs2)cc1,0,23,18,5,-6,-9,-26,-7,1.1
O=C(COc1ccc2ccccc2c1)NNC(=O)[C@@H]1CCCC[C@@H]1C(=O)O,1,15,-9,-56,14,-6,-3,-3,0.86
CCSc1nnc(NC(=O)C2CCN(S(=O)(=O)c3cc(C(F)(F)F)ccc3Cl)CC2)s1,0,9,-7,-2,-10,-4,-7,1,1.1
COc1cccc(NC(=O)Nc2nnc(-c3ccccc3SCc3ccccc3)s2)c1,-2,17,16,5,8,0,12,7,0.92
Cc1ccc2c(c1)C(=O)C(=O)N2CCCOc1ccccc1,-6,-1,2,14,16,-7,21,0,0.84
COc1ccc(NC(=O)Cn2c(=O)c(C)nc3ccccc32)cc1Cl,-1,-6,-9,2,2,-8,-12,0,0.98
COc1cc2[nH]cc(C(=O)NCc3cccs3)c(=O)c2cc1OC,2,16,7,3,7,-1,9,4,0.93
O=C(c1nc2nc(-c3ccccc3)cc(C(F)(F)F)n2n1)N1CCOCC1,-2,11,16,9,-3,-2,5,0,1
COCCN(C(=O)COC(=O)c1cccnc1Cl)c1c(N)n(Cc2ccccc2)c(=O)[nH]c1=O,7,9,12,-5,-3,-6,7,0,1
C/C(=N\NC(=O)c1nnn(-c2nonc2N)c1C)c1ccc(OCc2ccccc2)cc1,2,26,11,-12,6,-9,-6,-6,0.94
CC(=O)c1ccc(-c2ccc(C(=O)N3CCCc4ccccc43)o2)cc1,0,34,24,18,5,-6,25,0,0.95
Cc1ccc(CNC(=O)CSc2nc3ccccc3c(=O)n2CCCO)cc1,1,15,9,7,-9,1,7,4,1.1
CCCN1CCN(C2CCCCC2NS(=O)(=O)c2ccc(Cl)cc2)CC1 (stereo not drawn),-3,8,5,22,0,0,-3,1,1
CC1CCC2(CC1)NC(=O)N(CC(=O)N(Cc1ccccc1)C(C)(C)C)C2=O (stereo not drawn),-3,0,-10,-10,7,-3,-5,14,0.93
COc1ccc(CCNC(=O)Cc2cc(=O)[nH]c(=O)[nH]2)cc1OC,5,13,-3,5,1,-2,-7,-3,0.99
Cc1ccc(-n2nc3c(=O)n(C(C)C(=O)NCCC4=CCCCC4)nc(C)c3c2C)cc1 (stereo not drawn),-5,5,35,2,0,-6,-15,-4,1
CCCc1cc(=O)[nH]c2nnc(SCC(=O)Nc3ccc4c(c3)OCCO4)n12,1,16,14,-2,-12,0,1,1,1.1
Cn1nc(-c2ccc(Cl)cc2)cc1NC(=O)CC(C)(C)CC(=O)O,-2,10,3,10,-7,2,-2,7,1.1
Cc1ccc(S(=O)(=O)N(C)C)cc1NC(=O)c1ccccc1Br,1,2,25,9,2,-3,23,-2,0.98
Cc1ccc(C)c(Sc2ccc(NC(=O)CCN3C(=O)NC4(CCCC4)C3=O)cc2)c1,-7,5,13,-2,-2,-3,7,5,1
Cc1nn(CCc2nn[nH]n2)c2nc(-c3ccc(Br)cc3)cc(C(F)(F)F)c12,-5,6,6,-21,5,-11,-1,-3,0.95
Cc1ccccc1NCC(=O)N=Nc1c(O)[nH]c2ccc([N+](=O)[O-])cc12,3,6,12,-15,20,0,-12,5,0.8
CCNC(=O)NC(=O)C(C)OC(=O)c1cccnc1SC (stereo not drawn),2,4,4,6,1,6,-4,-3,0.99
Cc1ccc(NC(=O)COC(=O)c2ccc(=O)n(Cc3ccccc3)n2)cc1F,1,13,-6,14,3,-10,-12,-5,0.97
OC(CN1CCOCC1)c1ccc(F)cc1 (stereo not drawn),-1,-3,4,-6,-7,-2,3,4,1.1
CC(C)n1cnc2cc(NCc3ccccc3O)ccc21,0,10,-1,-7,13,-4,1,-1,0.87
O=C(NCC1CCCO1)[C@@H]1CSC2c3ccccc3C(=O)N21 (stereo partly drawn),1,20,9,-3,-4,28,0,3,1
COc1cccc(C(=O)Nc2cccc(NC(C)=O)c2)c1,-2,10,8,-2,6,-7,3,0,0.94
O=C(Nc1ccc(Cl)cc1)N1CCOC12CCC1(CC2)OCCO1,-2,3,13,1,3,-3,-13,0,0.97

# 4 compounds already listed, sorted by SMILES length, rising.
SMILES,beta cell repl,NALP3 yeast inh,tim10-1 inh,hIAP block,mIAP inh,A3G deaminase,TIM10 inh,A3A deaminase,mIAP activ
O=C(NCC1CCCO1)[C@@H]1CSC2c3ccccc3C(=O)N21 (stereo partly drawn),1,20,9,-3,-4,28,0,3,1
Cc1ccc(NC(=O)COC(=O)c2ccc(=O)n(Cc3ccccc3)n2)cc1F,1,13,-6,14,3,-10,-12,-5,0.97
Cc1nn(CCc2nn[nH]n2)c2nc(-c3ccc(Br)cc3)cc(C(F)(F)F)c12,-5,6,6,-21,5,-11,-1,-3,0.95
Cc1ccc(C)c(Sc2ccc(NC(=O)CCN3C(=O)NC4(CCCC4)C3=O)cc2)c1,-7,5,13,-2,-2,-3,7,5,1

# (list continues)
SMILES,beta cell repl,NALP3 yeast inh,tim10-1 inh,hIAP block,mIAP inh,A3G deaminase,TIM10 inh,A3A deaminase,mIAP activ
COC(=O)c1ccc(NC(=O)CNCc2ccncc2)cc1,0,-6,9,-5,-3,-10,-13,-7,1
CCCOC(=O)Nc1c(C)cccc1C(C)C,-2,-3,4,-4,-4,1,-8,2,1
O=C(C1CCCN(S(=O)(=O)c2cccc3nsnc23)C1)N1CCc2ccccc2C1 (stereo not drawn),-2,13,37,-55,36,0,18,2,0.64
Cc1[nH]n(-c2nc(-c3ccccc3F)cc(=O)[nH]2)c(=O)c1CCO,-3,20,1,72*,12,-6,12,-5,0.88
CCc1ccccc1NC(=S)N(Cc1ccc(OC)cc1)CC1CCC(C(=O)O)CC1 (stereo not drawn),-1,3,6,2,8,-9,3,-4,0.92
CCCCc1cc(=O)oc2cc(OC(C)C(=O)NCC3CCC(C(=O)O)CC3)c(Cl)cc12 (stereo not drawn),-2,7,18,-17,-5,-8,-36,-2,1
O=S(=O)(c1ccccc1)N1CCN(c2nc(-c3cccnc3)nc3ccccc23)CC1,-2,31,34,-1,11,-9,22,-3,0.89
CN1/C(=C\C=N\NC(=O)c2cccnc2)C(C)(C)c2ccccc21,-5,14,-6,-4,1,-9,4,-2,0.99
Cc1ccc(NC(=S)NC2CCSc3ccccc32)cc1C (stereo not drawn),-7,20,27,-35,-375,0,27,-2,4.7*
CC1(C)NC(=O)N(CC(=O)Nc2cc(S(=O)(=O)N3CCOCC3)ccc2N2CCOCC2)C1=O,-3,11,3,3,3,-3,1,0,0.97
Cc1ccc(NC(=O)c2ccc3c(c2)C(=O)N(c2cc(C)ccc2C)C3=O)nc1,0,19,5,16,-1,-8,3,1,1
COC(=O)c1ccccc1NC(=O)CS(=O)(=O)Cc1nc(-c2ccc(C)cc2)oc1C,-2,7,15,-2,4,-2,6,2,0.96
Cc1ccccc1C(=O)Oc1ccc2ccc(O)cc2c1,-1,16,49*,14,2,-5,34,8,0.98
Cc1ccc(/C=C/C2=NN(Cc3ccccc3)C(=O)CC2)cc1,-4,-16,14,22,-8,-6,-5,-3,1.1
Cc1ccc(NC(=O)C2CC(=O)N(CCc3ccccc3)C2)cc1Cl (stereo not drawn),-5,7,19,0,-30,-4,4,-2,1.3
COc1cc(SC)ccc1C(=O)NCc1ccccc1,3,29,-8,-8,-9,-3,2,5,1.1
COc1ccc(-c2cc(-c3n[nH]c(=S)n3-c3cccc4ccccc34)[nH]n2)cc1,-3,22,10,-64,2,-6,1,-2,0.98
CC(C)(C)SCCNC(=O)c1ccc(NS(C)(=O)=O)cc1,-3,-3,10,-7,-1,0,12,-2,1
Cc1ccc(S(=O)(=O)N(C)C)cc1NC(=O)COC(=O)/C=C/c1ccc2c(c1)OCO2,-4,12,9,-20,-1,-4,17,2,1
CCOC(=O)c1oc2ccc(CNC3CCCCC3)c(Cl)c2c1C,-4,27,41*,-5,-5,14,19,-3,1.1
COc1ccc(CNC(=O)c2cc(-n3cnnc3)ccc2Cl)cc1,0,5,11,-6,-12,12,-9,33,1.1
COc1ccccc1N1CCN(C(=O)c2cc(-c3ccc(C)cc3)on2)CC1,-3,-5,8,-10,5,-3,40*,-1,0.95
CC12CCC(=O)N1C(C(=O)Nc1nc3ccccc3s1)CS2 (stereo not drawn),0,-1,0,-8,5,-2,10,-2,0.95
Cc1ccccc1NC(=O)Cc1nnc(SCC(=O)NC2CCCCC2)n1C,-1,-14,16,-5,-5,13,0,-7,1.1
Cc1ccc(O)c(NC(=O)CN(C)S(=O)(=O)c2ccc(Cl)cc2)c1,0,-2,-1,2,6,-3,5,2,0.94
Cc1cc(C)c(NC(=O)CSc2nc3ccccc3c(=O)n2CCCN2CCOCC2)c(C)c1,0,-2,-2,6,-5,-7,4,0,1.1
CN1CCN(C(=O)c2ccc(Oc3ccc([N+](=O)[O-])cc3)cc2)CC1,0,7,-7,6,-1,-11,-17,3,1
CSc1nnc(-c2nnc(SC)n2-c2ccccc2)n1-c1ccccc1,4,11,8,16,3,-7,3,0,0.97
CC(=O)c1cccc(NC(=O)Nc2cnn(Cc3ccc(Cl)cc3Cl)c2)c1,-4,11,13,6,-15,-2,-4,-1,1.1
Cc1ccc(C)c(S(=O)(=O)NCCCn2ccnc2)c1,0,-5,18,13,-9,-6,-19,-2,1.1
CNS(=O)(=O)c1cccc(C(=O)OCC(=O)Nc2ccc3ccccc3c2)c1,-2,-6,-7,14,6,1,-11,3,0.94
O=C(O)c1cc(N/N=C/c2ccc(-c3ccc(F)cc3)o2)ccc1Cl,0,-5,-7,3,16,-5,4,-1,0.84
O=C1C(=O)N(Cc2ccccc2)C(=O)N1CCOc1ccccc1,-2,26,4,-9,2,-6,-15,-2,0.98
CCO/C=C1\C(=O)N(c2ccccc2)C(=O)c2ccccc21,0,-1,-5,-9,-3,-8,-4,-4,1
Cc1cc(NC(=O)CSc2nnc(C)c(=O)[nH]2)no1,4,5,-3,10,12,-7,-2,-3,0.88
O=C(CC1C(=O)NCCN1Cc1ccccc1C(F)(F)F)NCCc1ccccn1 (stereo not drawn),-2,3,18,2,3,0,5,0,0.97
O=C(CC1CCCC1)OCn1nnc2ccccc2c1=O,-1,5,31,4,-5,-4,13,-3,1
O=C(C1CCC(=O)N(C2CCCCCC2)C1)N1CCN(c2ccccc2Cl)CC1 (stereo not drawn),-1,3,21,-31,-2,-6,0,-4,1
CC1CCN(C(=O)COc2ncnc3ccccc23)CC1,-5,6,21,-21,-15,-6,-7,-7,1.2
CC(=O)Nc1ccc(S(=O)(=O)Nc2ccccc2C(=O)NCc2cccnc2)cc1,1,11,-10,16,1,-7,8,-4,0.99
